Screening data: PubChem, several laboratories
sdo1 growth = restores growth of sdo1-depleted yeast. S. cerevisiae sdo1-depleted JHY4D growth rescue, OD600 30 h; hits give high values; pdr5 snq2 efflux-pump mutant strain. z-score at 10 µM. 140,000 compounds, 0.21% hits. AID 817;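 active = z-score above 3 at both the 24 hr and the 30 hr optical density reads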;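 also: z-score against mean and SD of all compound wells on the same plate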
INS promoter inh = TRM-6 insulin promoter activity inhibition; TRM-6 cells (human fetal islet line), insulin promoter-eGFP reporter, imaging; reporter expression induced with tamoxifen; inhibition, % at 2 µM; 130,000 compounds, 0.9% hits;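 active = inhibition above the mean plus 3 SD, with well images judged a real hit on visual review, cut at about 60% in these data, passing the limit was not always enough; inconclusive = inhibition over the cutoff but images rejected on review; inactive = inhibition not above the cutoff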
sdo1 growth Rescue 24 h = recorded beside sdo1 growth, whose call it bears; z-score; S. cerevisiae sdo1-depleted JHY4D growth rescue, OD600; measured here: growth rescue at 24 h;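 0 is the plate mean of compound wells and units are plate SD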
An asterisk follows results filed as active.

What do the screens show for `CCn1c(SCC(=O)NC(=O)Nc2ccc3c(c2)OCCO3)nnc1-c1cccs1`?
sdo1 growth: 0.29; sdo1 growth Rescue 24 h: 0.46

Results for O=C(CCN1C(=O)c2ccccc2C1=O)NCc1ccco1 ?
sdo1 growth: 1.3; INS promoter inh: -31.5; sdo1 growth Rescue 24 h: 1.55

How did Cc1ccc(NS(=O)(=O)c2cc(C(=O)N(C)C)ccc2C)cc1C do in these assays?
INS promoter inh: 7.0

What do the screens show for `O=C(Cc1ccc([N+](=O)[O-])cc1)N1CCc2ccccc2C1`?
sdo1 growth: -0.08; INS promoter inh: 0.0; sdo1 growth Rescue 24 h: 0

Results for Cc1ccc(C(=O)NNC(=O)c2ccccc2-n2cccc2)cc1 ?
INS promoter inh: -13.3

How did Cc1ccc(NC(=O)c2cc(N3C(=O)C4CC=CCC4C3=O)ccc2N2CCOCC2)cc1Cl (stereo not given) do in these assays?
sdo1 growth: -0.92; INS promoter inh: -91.4; sdo1 growth Rescue 24 h: -0.77

What do the screens show for `COc1ccc2c(c1)[nH]c1c(=O)n(CCCN3CCOCC3)cnc12`?
sdo1 growth: -0.65; INS promoter inh: 28.1; sdo1 growth Rescue 24 h: -1.32

How did CN(CC(=O)Nc1ccc(N2CCOCC2)cc1)CC(=O)Nc1ccccc1C#N do in these assays?
sdo1 growth: -0.06; sdo1 growth Rescue 24 h: -0.25

What do the screens show for `CCOC(=O)C(=O)Nc1ccc(F)cc1`?
sdo1 growth: -0.32; INS promoter inh: -4.2; sdo1 growth Rescue 24 h: -0.57

How did COc1ccc(CCNC2=NCCS2)cc1 do in these assays?
sdo1 growth: 0.08; sdo1 growth Rescue 24 h: -0.32

How did CCOC(=O)c1oc2ccccc2c1NC(=O)CN1CCOCC1 do in these assays?
INS promoter inh: -14.3

How did Oc1oc(-c2cccc3ccccc23)nc1C=NCc1ccccc1 do in these assays?
sdo1 growth: 0.36; INS promoter inh: 21.4; sdo1 growth Rescue 24 h: 0.25

How did CC(OC(=O)c1cc2sccc2n1C)C(=O)NCCc1ccccc1 (stereo not given) do in these assays?
sdo1 growth: -1.14; INS promoter inh: -5.7; sdo1 growth Rescue 24 h: -1.06

How did CC1(C)Cc2c(C#N)c(SCCOc3ccccc3)nc(N3CCOCC3)c2CO1 do in these assays?
sdo1 growth: -0.6; INS promoter inh: 0.0; sdo1 growth Rescue 24 h: 0.19

How did COc1ccc(S(=O)(=O)N2CCOCC2)cc1NC(=O)Cc1c(Cl)cccc1Cl do in these assays?
sdo1 growth: 0.21; INS promoter inh: -49.2; sdo1 growth Rescue 24 h: -0.08

Results for Cc1cccc(C)c1NC(=O)COc1cccc(/C=N/NC(=O)C(=O)NCc2ccccc2)c1 ?
sdo1 growth: 1.05; INS promoter inh: -25.0; sdo1 growth Rescue 24 h: 0.48

What do the screens show for `CCN(CC)c1ccc(N=Cc2c(C)[nH]c3ccccc23)cc1`?
sdo1 growth: 1.01; INS promoter inh: -107.7; sdo1 growth Rescue 24 h: 1.07

How did O=C1C(=O)N(Cc2ccccc2)C(=O)N1CCN1C(=O)c2ccccc2C1=O do in these assays?
INS promoter inh: 8.3

Results for CCCSc1nc2c(cnn2-c2ccc(C)c(C)c2)c(=O)[nH]1 ?
sdo1 growth: -1.77; sdo1 growth Rescue 24 h: -0.69

What do the screens show for `CN(c1ccc(C(=O)Nc2ccccc2C(=O)N2CCCC2)cc1)S(C)(=O)=O`?
sdo1 growth: 1.52; INS promoter inh: 15.4; sdo1 growth Rescue 24 h: 1.44

What do the screens show for `COc1ccccc1C(=O)NCC(=O)Nc1ccccc1`?
sdo1 growth: 0.44; INS promoter inh: -33.3; sdo1 growth Rescue 24 h: 0.26

Results for O=[N+]([O-])c1cc(S(=O)(=O)N2CCCC2)ccc1N/N=C/c1ccccn1 ?
sdo1 growth: -0.33; INS promoter inh: 15.4; sdo1 growth Rescue 24 h: 0.92

What do the screens show for `CCOC(=O)N1CCN(CC(O)COc2ccccc2C(C)C)CC1` (stereo not given)?
sdo1 growth: 1.77; INS promoter inh: 12.5; sdo1 growth Rescue 24 h: 2.05

How did O=C(C1CCN(S(=O)(=O)N2CCC3(CC2)OCCO3)CC1)N1CCc2ccccc2C1 do in these assays?
sdo1 growth: -0.05; INS promoter inh: -27.0; sdo1 growth Rescue 24 h: -0.12

How did Cc1cc(C)n(Cc2n[nH]c(=S)n2Cc2ccccc2)n1 do in these assays?
sdo1 growth: -1.49; INS promoter inh: -43.6; sdo1 growth Rescue 24 h: -1.42

What do the screens show for `CCCCCC(/C=N/Nc1ccc(S(=O)(=O)N2CCOCC2)cc1[N+](=O)[O-])=C\c1ccccc1`?
sdo1 growth: 0.07; INS promoter inh: -13.5; sdo1 growth Rescue 24 h: -0.01

Results for Cc1nn(C)c(C)c1NC(=O)c1ccc(Br)o1 ?
INS promoter inh: -6.7

Results for COc1cccc(C2=NOC(C(=O)NCc3ccco3)C2)c1 (stereo not given) ?
sdo1 growth: 1.01; INS promoter inh: 28.6; sdo1 growth Rescue 24 h: 0.06

How did O=C(c1ccccc1)c1cc([N+](=O)[O-])ccc1N1CCCC1 do in these assays?
sdo1 growth: -1.75; INS promoter inh: -53.3; sdo1 growth Rescue 24 h: -1.45

Results for CCN(CC)S(=O)(=O)c1ccc(C)c(C)c1 ?
sdo1 growth: 0.55; INS promoter inh: 10.3; sdo1 growth Rescue 24 h: -0.59

How did Cc1cccc(C)c1NC(=S)N(Cc1ccccc1)Cc1cccnc1 do in these assays?
INS promoter inh: -13.3

How did Cc1cc(C)n(-c2nc3c(c(=O)[nH]c(=O)n3C)n2Cc2ccccc2)n1 do in these assays?
sdo1 growth: -0.55; INS promoter inh: 30.8; sdo1 growth Rescue 24 h: -0.68

What do the screens show for `O=C(CC(=O)c1ccccc1)Nc1ccc2c(c1)OCCO2`?
sdo1 growth: 0.96; sdo1 growth Rescue 24 h: 0.89

What do the screens show for `COC(=O)CSc1nnc(-c2ccco2)n1Cc1ccco1`?
sdo1 growth: 0.01; INS promoter inh: 28.6; sdo1 growth Rescue 24 h: -0.88

What do the screens show for `COc1ccc2c(C)cc(SCC(=O)Nc3cccnc3Cl)nc2c1`?
INS promoter inh: -11.8

Results for O=C(CSc1nnc(-c2ccncc2)n1Cc1ccco1)N1c2ccccc2Sc2ccc(Cl)cc21 ?
sdo1 growth: -0.86; INS promoter inh: 43.8; sdo1 growth Rescue 24 h: -0.71

Results for Cc1c(Cl)cccc1NC(=S)N1CCOCC1 ?
sdo1 growth: 0.44; INS promoter inh: -54.8; sdo1 growth Rescue 24 h: 0.08

What do the screens show for `Cc1ccc(NC(=O)/C=C\C(=O)O)c([N+](=O)[O-])c1`?
sdo1 growth: 0.78; sdo1 growth Rescue 24 h: 0.57

Results for COc1ccc(C2CCN(CC(=O)N(C)C)CC2O)cc1 (stereo not given) ?
INS promoter inh: 0.0

How did Cc1cc(C)n(-c2cc(Oc3ccccc3)ncn2)n1 do in these assays?
sdo1 growth: -0.3; INS promoter inh: -16.7; sdo1 growth Rescue 24 h: -0.32

What do the screens show for `Cc1ccc(C)c(N2CCN(C(=O)C3CCN(c4nc(C)cc(C)n4)CC3)CC2)c1`?
sdo1 growth: -0.52; INS promoter inh: 29.0; sdo1 growth Rescue 24 h: 0.21

What do the screens show for `O=C(c1cccc(Br)c1)N1CCN(S(=O)(=O)N2CCOCC2)CC1`?
INS promoter inh: 26.7

How did CCN(CCNC(=O)CC1Oc2ccccc2NC1=O)c1ccccc1 (stereo not given) do in these assays?
sdo1 growth: -0.06; sdo1 growth Rescue 24 h: -0.16

Results for C=CCN1C(c2ccccc2)=CS/C1=C(/C#N)c1nnc(N2CCOCC2)n1-c1ccccc1 ?
sdo1 growth: -1.15; INS promoter inh: inconclusive; sdo1 growth Rescue 24 h: -1.15

How did CCn1c(SCC(=O)N2CCCCC2)nc(O)cc1=O do in these assays?
sdo1 growth: -0.04; INS promoter inh: -44.2; sdo1 growth Rescue 24 h: -0.38

How did Cc1occc1C(=O)NN=C1C2CC3CC(C2)CC1C3 do in these assays?
sdo1 growth: 0.6; INS promoter inh: -61.1; sdo1 growth Rescue 24 h: 0.51

What do the screens show for `C=CCN(C#N)c1nc(OC)nc(N2CCCC2)n1`?
sdo1 growth: -0.5; INS promoter inh: 51.4; sdo1 growth Rescue 24 h: -1.18

How did O=C(O)c1nn(-c2ccc(Cl)cc2)ccc1=O do in these assays?
sdo1 growth: 2.7; INS promoter inh: -50.0; sdo1 growth Rescue 24 h: 4.38

What do the screens show for `CCC(C(=O)OCC(=O)Nc1ccc(Cl)c(S(=O)(=O)N(C)C)c1)c1ccccc1` (stereo not given)?
sdo1 growth: -0.03; INS promoter inh: -11.1; sdo1 growth Rescue 24 h: -0.08

What do the screens show for `O=C(CSc1nnnn1-c1ccc(O)cc1)Nc1ccc(N2CCOCC2)c(Cl)c1`?
sdo1 growth: -0.37; INS promoter inh: 13.3; sdo1 growth Rescue 24 h: -1.12

Results for O=C(CSC1=Nc2ccccc2C2CC=NN12)Nc1ccc(F)cc1Cl (stereo not given) ?
INS promoter inh: 28.6

What do the screens show for `CC(=O)c1cccc(NC(=O)CN(c2ccccc2)S(C)(=O)=O)c1`?
sdo1 growth: 1.27; sdo1 growth Rescue 24 h: 1.23

How did Cc1nc2ccc(C(=O)N3CCN(c4ccccc4)CC3)cc2s1 do in these assays?
sdo1 growth: 0.32; INS promoter inh: 18.8; sdo1 growth Rescue 24 h: -0.04

What do the screens show for `CCN1C(=O)/C(=C/c2ccc(C)s2)NC1=S`?
sdo1 growth: -0.43; INS promoter inh: -3.7; sdo1 growth Rescue 24 h: -0.11

How did O=C(Nc1nc(-c2cccs2)c(-c2cccs2)s1)C1(c2ccccc2)CC1 do in these assays?
sdo1 growth: 0.04; sdo1 growth Rescue 24 h: -0.34

What do the screens show for `COc1ccc(C2c3c(oc4ccccc4c3=O)C(=O)N2c2ccc(C)cn2)cc1OC` (stereo not given)?
sdo1 growth: -0.52; sdo1 growth Rescue 24 h: -0.47

Results for COC(=O)CN1CCN(C(c2ccccc2)c2ccccc2)CC1 ?
sdo1 growth: 0.08; INS promoter inh: -7.9; sdo1 growth Rescue 24 h: -0.42

How did Cc1cccc(N(CC(=O)NC2CCCC2)C(=O)CS(=O)CC(=O)Nc2ccc3c(c2)OCO3)c1 (stereo not given) do in these assays?
sdo1 growth: 1.05; INS promoter inh: -30.3; sdo1 growth Rescue 24 h: 0.95

Results for CN1CCN(c2cc(-c3ccccc3)nc3cc(-c4ccc(F)cc4)nn23)CC1 ?
sdo1 growth: -2.66; sdo1 growth Rescue 24 h: -1.74

How did Cn1c(=O)c2c(ncn2Cc2ccccc2)n(C)c1=O do in these assays?
sdo1 growth: 0.27; INS promoter inh: -120.0; sdo1 growth Rescue 24 h: -0.14

Results for Cc1nnsc1NC(=O)OCc1ccc(Cl)cc1Cl ?
sdo1 growth: -0.92; INS promoter inh: -12.9; sdo1 growth Rescue 24 h: -0.09

What do the screens show for `Cc1ccc(C)c2[nH]c(=O)c(CCNC(=O)c3ccc(S(=O)(=O)N(C)C)cc3)cc12`?
sdo1 growth: 0.97; sdo1 growth Rescue 24 h: 0.79

Results for CCOC(=O)Cc1csc(NC(=O)Cn2cnc3c2c(=O)n(C)c(=O)n3C)n1 ?
INS promoter inh: 36.6

Results for COc1cccc(OCCN2CCN(c3ncnc4c3cnn4-c3ccccc3)CC2)c1 ?
sdo1 growth: -1.45; sdo1 growth Rescue 24 h: -0.74

What do the screens show for `COc1ccc(OC)c(C2=Nn3c(nnc3-c3cc(OC)c(OC)c(OC)c3)SC2)c1`?
sdo1 growth: -1.19; sdo1 growth Rescue 24 h: -1.68

Results for Cc1cccc(NC(=O)c2ccc(C(=O)c3ccccc3)o2)c1 ?
INS promoter inh: 0.0

What do the screens show for `COC(=O)c1cccc(CSc2nnc(-c3ccco3)n2-c2ccccc2)c1`?
sdo1 growth: -0.85; INS promoter inh: -21.9; sdo1 growth Rescue 24 h: -0.16

Results for COc1ccc(CCN(Cc2cc3cc(C)cc(C)c3nc2Cl)C(=O)C2CC2)cc1 ?
sdo1 growth: -1.14; sdo1 growth Rescue 24 h: -1.46

Grouped by structure: the entries above with a furan ring, fused or not
Results for O=C(CCN1C(=O)c2ccccc2C1=O)NCc1ccco1 ?
sdo1 growth: 1.3; INS promoter inh: -31.5; sdo1 growth Rescue 24 h: 1.55

How did CCOC(=O)c1oc2ccccc2c1NC(=O)CN1CCOCC1 do in these assays?
INS promoter inh: -14.3

Results for Cc1nn(C)c(C)c1NC(=O)c1ccc(Br)o1 ?
INS promoter inh: -6.7

Results for COc1cccc(C2=NOC(C(=O)NCc3ccco3)C2)c1 (stereo not given) ?
sdo1 growth: 1.01; INS promoter inh: 28.6; sdo1 growth Rescue 24 h: 0.06

What do the screens show for `COC(=O)CSc1nnc(-c2ccco2)n1Cc1ccco1`?
sdo1 growth: 0.01; INS promoter inh: 28.6; sdo1 growth Rescue 24 h: -0.88

Results for O=C(CSc1nnc(-c2ccncc2)n1Cc1ccco1)N1c2ccccc2Sc2ccc(Cl)cc21 ?
sdo1 growth: -0.86; INS promoter inh: 43.8; sdo1 growth Rescue 24 h: -0.71

How did Cc1occc1C(=O)NN=C1C2CC3CC(C2)CC1C3 do in these assays?
sdo1 growth: 0.6; INS promoter inh: -61.1; sdo1 growth Rescue 24 h: 0.51

Results for Cc1cccc(NC(=O)c2ccc(C(=O)c3ccccc3)o2)c1 ?
INS promoter inh: 0.0

What do the screens show for `COC(=O)c1cccc(CSc2nnc(-c3ccco3)n2-c2ccccc2)c1`?
sdo1 growth: -0.85; INS promoter inh: -21.9; sdo1 growth Rescue 24 h: -0.16

Hits appear at their usual frequency. About 0.91% of those tested had a hit in this group.
